# Screening results deposited in PubChem by several laboratories.
# SRC1 inh: human NCOA1 inhibition | actives 0.12% (n = 360,000) | inhibition, % at 3.6 µM | Q15788 | HEK293 GAL4-SRC1 luciferase reporter, luminescence;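 active means inhibition above the campaign mean plus 3 SD, with each screening campaign given its own cutoff, cut at about 60% in these data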;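 further: 0% = DMSO treated cells and 100% = gossypol at 36 µM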
# TWEAK-Fn14 inh: blocks TWEAK-Fn14 interaction in a reporter cell assay. TWEAK-stimulated Fn14 reporter cells, luciferase luminescence, 8 h. inhibition, % at 10 µM. actives 2% (n = 360,000); in the data active means inhibition above about 50%
# SRC3 inh: inhibits human SRC3 coactivator; inhibition, % at 3.6 µM; actives 0.17% (n = 360,000); HEK293 GAL4-SRC3 luciferase reporter, luminescence;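 active means inhibition above a per-campaign cutoff, the mean of all compounds plus 3 SD, cut at about 60% in these data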;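 further: 0% = DMSO-treated cells and 100% = gossypol-treated cells at 36 µM; higher means less SRC3-driven luciferase light from the GAL4 reporter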
# Shn3 3UTR inh: reduces Shn3 3'UTR luciferase signal in osteoblasts | Clone20 osteoblast Shn3 3'UTR firefly luciferase, 24 h | inhibition, % at 12.5 µM | actives 0.52% (n = 360,000);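 active means mean inhibition of at least 75% with every replicate also reaching 75%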;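 further: 0% = median of neutral control wells and 100% = pilot-screen positive control compound; some compounds past the cut are filed as inactive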
# TROY signal inh: blocks TROY-dependent signaling in reporter cells; Q293 LMP1-TROYcd NF-kB luciferase reporter, 4 h; inhibition, % at 10 µM; actives 0.98% (n = 360,000); AID 1347056;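 active means compounds whose plate-normalised and pattern-corrected inhibition of the luciferase reporter signal at the single screening dose is 50% or more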
# C8 TRAIL sens: sensitizes caspase-8 expressing cells to TRAIL; NB7+C8 cells + TRAIL, ATPlite viability luminescence; inhibition (viability loss, TRAIL sensitization), % at 10 µM; actives 1% (n = 360,000);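 active means compounds causing at least 50% loss of cell viability in the single-dose screen, relative to plate controls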
# CF NFkB inh: blocks PAF-induced NF-kB reporter in cystic fibrosis cells. KKLEB NF-kB-GFP reporter, GFP fluorescence overnight. inhibition, % at 5 µM. actives 0.86% (n = 360,000). AID 588850;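 active means at least 50% inhibition at 5 µM, scaled per plate between neutral and stimulator controls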;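 further: PAF is a Pseudomonas aeruginosa culture filtrate used as stimulus; plate controls were PAF-stimulated DMSO wells for no effect and unstimulated DMSO wells for full effect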
# NR5A2 inv ag: NR5A2 inverse agonism in reporter assay; O00482; HEK293T StAR-luciferase reporter, LRH-1 transfected, 24 h; inhibition, % at 3.6 µM; actives 0.13% (n = 360,000);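 active means inhibition above the mean inhibition of all tested compounds plus 3 SD, cut at about 73% in these data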;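 further: 0% = DMSO wells and 100% = reporter-only cells lacking LRH-1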
# KKLEB tox: counter-screen for CF NF-kB inhibitors: cytotoxicity | KKLEB CF airway cells viability, ATPlite luminescence, overnight; active compounds read low; cells stimulated with P. aeruginosa culture filtrate | activity change (cytotoxicity), % at 5 µM | actives 0.36% (n = 360,000) | AID 602141;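 active means corrected activity change at or below -50% at 5 µM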
# EBV LMP1 NFkB: Epstein-Barr LMP1 NF-kappaB reporter inhibition; actives 0.69% (n = 350,000); inhibition, % at 12.5 µM; AID 504558; LMP1-induced NF-kappaB luciferase reporter cells, luminescence; in the data active means inhibition above about 41%;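 further: 0% = neutral control wells and 100% = reference inhibitor control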
# COUP-TFII inh: inhibitors of human COUP-TFII (NR2F2); HEK293T NGFI-A luciferase reporter, luminescence; inhibition, % at 8.6 µM; P24468; actives 0.7% (n = 370,000);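 active means inhibition above a per-plate cutoff, mean inhibition of test wells between control levels plus 3 SD, cut at about 38% in these data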;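 further: cells cotransfected with COUP-TFII expression vector driving the NGFI-A reporter; 0% = median of COUP-TF2 test wells and 100% = reporter-only cells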
# Starred values were filed as active, the others as inactive; nt = no result given. These rows are one share of the data. The share of hits here may be higher or lower than overall.
SMILES,SRC1 inh,TWEAK-Fn14 inh,SRC3 inh,Shn3 3UTR inh,TROY signal inh,C8 TRAIL sens,CF NFkB inh,NR5A2 inv ag,KKLEB tox,EBV LMP1 NFkB,COUP-TFII inh
COc1ccc(NC(=O)C2CCN(S(=O)(=O)c3ccc(OC)c(OC)c3)CC2)cc1,2,-13,5,12,6,20,12,5,-24,5,9
O=C(/C=C/c1ccccc1)N/C(=C\c1ccco1)C(=O)NCCO,6,1,10,-4,-14,-17,-4,6,-7,-7,0
CCOC(=O)C=C(OC(=O)c1ccc(OC)cc1)c1ccccc1,0,6,2,1,0,5,-8,21,-1,1,-15
COc1ccc(C(=O)CN2Cc3ccccc3C2=N)cc1,-83,35,-64,-39,25,21,-1,-125,-2,-35,-56
CCc1ccc(OCC(=O)N/N=C/c2ccc(OS(=O)(=O)c3ccc(C)cc3)c(OC)c2)cc1,-12,-20,-13,-20,-7,-1,11,-12,9,7,-18
Cc1ccc(N2CCN(C(=O)c3cccs3)CC2)cc1C,-22,38,-3,-2,-17,-24,22,-15,0,2,11
CCC1ON(c2ccccc2)C2c3nc4ccccc4n3CC12 (stereo not drawn),6,17,-12,2,-23,-4,-19,23,-2,-1,2
Cc1ccc(NC(=O)C2C3CCC(O3)C2C(=O)O)cc1Cl (stereo not drawn),1,-8,-7,6,5,11,18,-8,-10,5,-14
Cc1ccc(S(=O)(=O)Nc2ccc(S(=O)(=O)NCC3CCCO3)cc2)cc1 (stereo not drawn),-10,21,-6,8,6,-5,-2,-21,12,-5,9
CCc1ccc(C(=O)NC(CC(C)C)C(=O)O)cc1 (stereo not drawn),17,2,7,10,14,0,-2,-5,16,-1,5
NC(=O)CSc1ncnc2c1nnn2Cc1ccc(F)cc1,-41,9,5,2,-9,10,17,0,15,-4,-4
CCN(CC)c1ccc(C(=O)NNC(=O)CCl)cc1,-61,8,-8,32,19,5,-6,5,-4,-3,5
O=C(NCCOC(=O)Nc1cccc2ccccc12)OCc1ccccc1,2,19,-6,18,-4,-28,5,-6,4,0,4
COc1cc(C(=O)Nc2ccc(S(=O)(=O)N3CCOCC3)cc2)c([N+](=O)[O-])cc1OC,-34,9,5,11,11,0,27,-1,-5,-6,2
CCCNC(=O)c1n[nH]c2c1CC(C(C)(C)CC)CC2 (stereo not drawn),-2,-1,-9,-29,5,6,3,-51,13,0,-14
COc1ccc(-c2ccc(/C=N/N3C(=O)C4C5C=CC(C6CC56)C4C3=O)o2)c([N+](=O)[O-])c1 (stereo not drawn),6,13,6,11,15,15,-15,-23,-8,9,2
O=S(=O)(c1ccc(-c2n[nH]c(=S)o2)cc1)N1CCCC1,-16,25,6,-15,1,-6,5,11,-4,-1,8
CC1(C(=O)Nc2ccccc2)Cc2ccccc2C(=O)O1 (stereo not drawn),14,3,0,12,-6,-2,9,-30,-7,4,11
COc1cc(/C=C/C(=O)OCN2C(=O)c3ccccc3C2=O)ccc1OC(F)F,-12,-4,7,-8,14,-5,33,1,-23,-6,-1
CCCn1c(SCC(=O)Nc2ccc(S(=O)(=O)N(C)C)cc2)n[nH]c1=O,-2,10,7,-8,7,-2,-1,-1,1,4,0
CN(C(=O)COC(=O)C1CCN(S(=O)(=O)c2c(Cl)cccc2Cl)CC1)c1ccccc1,-2,1,-2,-1,15,-2,-3,-4,4,0,7
COc1cccc(N2CCN(CC(=O)c3c[nH]c4ccc(OC)cc34)CC2C)c1 (stereo not drawn),-27,-3,-3,24,9,7,2,0,-9,4,7
C[C@H](CO)N1C[C@H](C)[C@H](CN(C)C(=O)c2cc(-c3ccccc3)on2)OCc2cnnn2CCCC1=O,-27,16,0,-6,-6,-5,-13,5,13,5,-10
Cc1ccc(Cl)c(NC(=O)CSc2n[nH]c(=O)n2C2CC2)c1Cl,3,-13,-2,-1,8,-12,-16,-6,15,1,8
Cc1ccc(Cn2cccc(NC(=O)c3ccco3)c2=O)cc1,-47,0,-14,-46,-39,17,12,-28,-6,-7,-15
O=C(OCc1ccc(Br)cc1)c1cccnc1,8,-2,5,8,-8,-20,-17,2,0,4,14
COc1ccc(CCNc2ccc(S(N)(=O)=O)cn2)cc1,-8,-14,7,1,-7,8,-11,-15,-5,9,3
O=C1COc2ccc(S(=O)(=O)N3CCC(C(=O)NCc4ccc(F)cc4)CC3)cc2N1,-8,14,2,-4,12,2,-23,11,-1,2,-6
CCOc1cc2[nH]c(=O)n(CCCCCC(=O)NCc3ccco3)c(=O)c2cc1OCC,7,-4,2,1,-15,-17,-6,-5,5,-3,8
COc1ccc(NC(C)=O)cc1NC(=O)CN1CCN(C2c3ccccc3-c3ccccc32)CC1,13,-34,-13,nt,9,14,4,11,-1,-1,4
CCN(CC)c1ccc(NC(=O)CCS(=O)(=O)c2cccc3nsnc23)c(C)c1,-17,6,-11,12,-13,0,-16,16,-3,10,7
CC(=O)c1nnn(-c2cccc(C#N)c2)c1C,2,22,21,13,-29,-19,24,-9,-17,-3,12
CCOC(=O)c1sc(=S)n(C)c1N,1,8,11,4,-9,6,0,6,5,3,-10
Cn1nc(C(F)(F)F)c(C#N)c1N1CCN(c2ccc(F)cc2)CC1,43,47,50,27,17,10,14,4,3,3,45*
O=C(COC(=O)c1ccccn1)Nc1nc(-c2cccc([N+](=O)[O-])c2)cs1,-29,-39,-12,0,-22,10,13,-8,-16,-11,11
Cc1ccc(-c2nnc(-n3ncc(C#N)c3N)c3ccccc23)cc1C,13,0,21,7,8,0,11,-4,7,-6,2
O=C(c1cc(-c2cccc(O)c2)on1)N1CCc2ccccc2C1,-3,-12,-5,-16,-44,4,3,-20,-1,0,2
O=C(NC(=S)N1CCN(c2ccc([N+](=O)[O-])cc2)CC1)c1ccccc1,-17,-12,-2,-14,0,2,-1,-1,2,-5,9
CCOC(=O)c1cnc2c(-c3ccc(Cl)cc3)c(C)nn2c1N,0,-64,2,6,-27,-2,-4,-7,-16,-8,-1
C/C(CCC1CC(C)(C)OC1=O)=N\NC(N)=S (stereo not drawn),14,-9,5,-11,-36,24,-9,2,4,-1,-13
NNC(=O)CN1C(c2ccc(Br)cc2)=Nc2ccc(Br)cc2C1c1ccccc1 (stereo not drawn),8,21,-27,3,14,-2,1,20,-6,4,17
CC(=O)N1CCN(S(=O)(=O)c2ccc(C)cc2)C1C (stereo not drawn),-5,0,12,1,-17,0,-18,-11,5,-4,24
O=C1C(Cl)=C(N2CCC(C(=O)O)CC2)C(=O)c2ccccc21,-17,14,-6,-8,12,31,14,23,1,-6,nt
COc1ccc(-c2noc(N3CCC(C(=O)Nc4cc(OC)ccc4OC)CC3)n2)cc1,13,0,8,22,14,22,-24,-1,10,8,22
CC(C)Oc1ccc(C(=O)NCCCNC(=O)c2cccnc2)cc1,5,20,-14,-25,-11,-3,14,-7,-1,1,-2
CCCN1CCC(=O)N([C@H](CO)Cc2ccccc2)CC1,-13,-4,-8,-3,6,-5,-11,13,14,-4,2
CC(Oc1ccccc1)c1ccnc(N)n1 (stereo not drawn),-30,1,10,-19,-2,-7,1,4,9,-7,-23
C=CCn1c(SCC(=O)Nc2ccc(F)cc2)nc2ccccc2c1=O,-5,18,-4,7,3,-1,16,-2,-2,0,11
Cc1cc(C)n(CCC(=O)N/N=C/c2ccc(Br)c([N+](=O)[O-])c2)n1,-23,-13,19,5,14,0,18,3,-17,6,-21
COc1cc(CN2CCN(Cc3ccc(SC)cc3)CC2)cc(OC)c1O,9,-3,-1,1,5,-6,10,4,9,-23,25
CCn1c(=O)c(C(=O)CN(C)CC(=O)Nc2cccc(F)c2)c(N)n(Cc2ccccc2)c1=O,-5,-6,-7,29,2,6,10,2,-7,1,-7
CC(C)OC(=O)CSc1nc2c(c(C3CC=CCC3)c1C#N)CCC2 (stereo not drawn),17,2,5,-14,-9,-14,-17,16,5,2,3
COc1ccc(C2(CN(C(C)=O)C(C)=O)CCCC2)cc1OC,8,-5,-1,0,6,5,-16,6,8,2,10
CSc1ccc(NC(=O)CSc2nc3[nH]c(=O)cc(O)c3s2)cc1,-4,-7,10,4,-22,-4,3,13,-9,-1,-3

# Arranged by molar mass (high to low): part of the list above
SMILES,SRC1 inh,TWEAK-Fn14 inh,SRC3 inh,Shn3 3UTR inh,TROY signal inh,C8 TRAIL sens,CF NFkB inh,NR5A2 inv ag,KKLEB tox,EBV LMP1 NFkB,COUP-TFII inh
COc1ccc(NC(C)=O)cc1NC(=O)CN1CCN(C2c3ccccc3-c3ccccc32)CC1,13,-34,-13,nt,9,14,4,11,-1,-1,4
COc1cc(C(=O)Nc2ccc(S(=O)(=O)N3CCOCC3)cc2)c([N+](=O)[O-])cc1OC,-34,9,5,11,11,0,27,-1,-5,-6,2
COc1ccc(-c2noc(N3CCC(C(=O)Nc4cc(OC)ccc4OC)CC3)n2)cc1,13,0,8,22,14,22,-24,-1,10,8,22
O=C(COC(=O)c1ccccn1)Nc1nc(-c2cccc([N+](=O)[O-])c2)cs1,-29,-39,-12,0,-22,10,13,-8,-16,-11,11
O=C(NC(=S)N1CCN(c2ccc([N+](=O)[O-])cc2)CC1)c1ccccc1,-17,-12,-2,-14,0,2,-1,-1,2,-5,9
C=CCn1c(SCC(=O)Nc2ccc(F)cc2)nc2ccccc2c1=O,-5,18,-4,7,3,-1,16,-2,-2,0,11
O=C1C(Cl)=C(N2CCC(C(=O)O)CC2)C(=O)c2ccccc21,-17,14,-6,-8,12,31,14,23,1,-6,nt
COc1ccc(C2(CN(C(C)=O)C(C)=O)CCCC2)cc1OC,8,-5,-1,0,6,5,-16,6,8,2,10
Cc1ccc(NC(=O)C2C3CCC(O3)C2C(=O)O)cc1Cl (stereo not drawn),1,-8,-7,6,5,11,18,-8,-10,5,-14
Cc1ccc(N2CCN(C(=O)c3cccs3)CC2)cc1C,-22,38,-3,-2,-17,-24,22,-15,0,2,11
CCN(CC)c1ccc(C(=O)NNC(=O)CCl)cc1,-61,8,-8,32,19,5,-6,5,-4,-3,5
CC1(C(=O)Nc2ccccc2)Cc2ccccc2C(=O)O1 (stereo not drawn),14,3,0,12,-6,-2,9,-30,-7,4,11
CCCNC(=O)c1n[nH]c2c1CC(C(C)(C)CC)CC2 (stereo not drawn),-2,-1,-9,-29,5,6,3,-51,13,0,-14
